Bioassay records as filed in PubChem BioAssay.
PLK1 PBD inh – PLK1 (human) polo-box domain binding inhibition; P53350; Plk1 PBD binding of FITC phosphopeptide, fluorescence polarization; AID 720504; actives 2.8% (n = 360,000); Potency, µM, without a hit: max response, negative = inhibition, most hits filed as inhibitors; note: potency is the fitted concentration of half-maximal effect; series mostly up to about 57 µM; % is set by controls: 0 for no effect and ±100 for the full control effect; nearly all actives have a fitted effect of over 65% in size
PTHR1 ag – activates the human parathyroid hormone receptor PTHR1; Q03431; HEK293 GP2 PTHR1 cells, GloSensor cAMP luminescence, 1 h; Potency, µM (top dose mostly 115 µM), without a hit: at the top dose activation, most hits filed as activators; actives 0.075% (n = 410,000); note: potency is the fitted concentration of half-maximal effect; nearly all actives have a fitted effect of over 55% in size; some results filed as inactive show a strong effect at the top dose; inactives centre near -15; many of its hits are not listed in these tables
Target sequence (Q03431 whole entry, looked up): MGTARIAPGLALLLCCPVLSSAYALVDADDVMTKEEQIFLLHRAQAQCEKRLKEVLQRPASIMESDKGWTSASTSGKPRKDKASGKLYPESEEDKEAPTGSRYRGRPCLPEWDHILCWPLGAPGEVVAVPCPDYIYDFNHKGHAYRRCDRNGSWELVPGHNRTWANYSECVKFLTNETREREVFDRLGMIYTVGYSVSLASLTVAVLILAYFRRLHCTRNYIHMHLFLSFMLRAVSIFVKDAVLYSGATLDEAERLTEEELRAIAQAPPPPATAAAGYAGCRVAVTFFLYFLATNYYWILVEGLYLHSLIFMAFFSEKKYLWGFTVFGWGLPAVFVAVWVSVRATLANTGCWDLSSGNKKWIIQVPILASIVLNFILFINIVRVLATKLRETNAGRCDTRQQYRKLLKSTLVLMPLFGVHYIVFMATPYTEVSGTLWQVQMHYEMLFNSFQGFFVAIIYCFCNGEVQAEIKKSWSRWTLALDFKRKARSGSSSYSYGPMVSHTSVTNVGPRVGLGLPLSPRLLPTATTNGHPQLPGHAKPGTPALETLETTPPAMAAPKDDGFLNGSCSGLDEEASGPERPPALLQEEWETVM
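HEK-293-derived GP2 cells expressing PTHR1 and a GloSensor cAMP reporter, 3,000/well, plated overnight, given luciferin plus IBMX (each 0.5 mM as added) for 1 h at 37 °C, then compound for 1 h at 37 °C. Luminescence was read after 15 min at room temperature.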
GLP-1R inv ag – inverse agonists of human GLP-1 receptor | P43220 | HEK293 GLP-1R CRE-luciferase, luminescence, 24 h; GLP-1R form is constitutively active | Potency, µM (highest dose often 38.3 µM), for the others: at the top dose activity change, negative = inhibition, hits mostly inhibitors | actives 1.6% (n = 410,000) | AID 624417; note: potency is the fitted concentration of half-maximal effect; % is set by controls: 0 for no effect and ±100 for the full control effect; nearly all actives have a fitted effect of over 55% in size
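Inverse agonists were sought by their lowering of basal cAMP reporter luciferase output in HEK293 cells stably carrying constitutively active human GLP-1R, after 24 h compound treatment.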
GLP-1R agonist – activates the human GLP-1 receptor; HEK293 GLP-1R CRE-luciferase, luminescence, 4-6 h; cells express a hypersensitive GLP-1R form; actives 0.007% (n = 380,000); Potency, µM (titrated, usually from 45.6 µM), inactives show at the top dose activation, actives largely listed as activators; P43220; note: potency is the fitted concentration of half-maximal effect; % of control where 0% means no effect
IL-2 act – activates IL-2 in a cell-based reporter assay | activation, % (series mostly up to about 46 µM) | IL-2 activation reporter assay, cell-based qHTS; stimulated with anti-CD3/CD4/CD28 beads; in transgenic mouse T cells | actives 0.065% (n = 360,000) | AID 652025; in the data active = activation above about 50%; inconclusive = mostly about 30% to 49%; note: 0% is about no effect
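First, unstimulated transgenic mouse T cells were exposed to compound for 60 min. Next, anti-CD3/anti-CD4-coated beads with anti-CD28 were added. Finally, after 18 h at 37 degrees C, EGFP and DsRed were imaged.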
PI5P4K alpha inh – inhibitors of human PI5P4K alpha | P48426 | PI5P4Kalpha enzyme, ADP-Glo luminescence, 60 min; active compounds read low | max response, % | actives 1.2% (n = 330,000) | AID 652105; active = max response of -50% or lower; inconclusive = between -30% and -50%; inactive = -30% or higher; note: value at the top dose of about 77 µM; % is set by controls: 0 for no effect and ±100 for the full control effect
Target sequence (P48426 whole entry, looked up): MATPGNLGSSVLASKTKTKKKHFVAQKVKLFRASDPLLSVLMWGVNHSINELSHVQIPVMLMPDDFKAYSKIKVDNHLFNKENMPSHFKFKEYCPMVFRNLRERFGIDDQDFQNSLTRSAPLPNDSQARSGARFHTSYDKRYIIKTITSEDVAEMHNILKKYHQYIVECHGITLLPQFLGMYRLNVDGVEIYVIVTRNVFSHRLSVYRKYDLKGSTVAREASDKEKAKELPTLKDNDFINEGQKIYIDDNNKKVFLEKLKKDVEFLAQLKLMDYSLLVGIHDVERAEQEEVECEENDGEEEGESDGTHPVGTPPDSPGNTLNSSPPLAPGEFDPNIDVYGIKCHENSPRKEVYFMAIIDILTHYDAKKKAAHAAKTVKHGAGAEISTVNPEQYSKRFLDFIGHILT
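Luminescence from ADP-Glo served as readout of PI5P4Kalpha activity in a qHTS format. Reaction: enzyme, substrate, compound, ATP at 5 microM final, 60 min at RT.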
EPAC1 ag – agonists of human EPAC1; EPAC1 agonist qHTS, biochemical assay; response scale: 100% = response to 6.5 mM cAMP; AID 720707; actives 0.073% (n = 360,000); O95398; Potency, µM (top dose mostly 154 µM), for the others: at the top dose activation, hits mostly activators; note: potency is the fitted concentration of half-maximal effect; nearly all actives have a fitted effect of over 60% in size
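Nucleotide exchange assay: 100 nM EPAC1 with 250 nM Rap1B loaded with BODIPY-GDP and 50 uM GDP, room temperature. Fluorescence (480/540 nm) read every 5 min for 30 min; signal change normalized to 6.5 mM cAMP as full agonist.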
GLP1R cytotox – cytotoxic in the GLP-1 receptor inverse agonist counter-screen. HEK293 cAMP-luciferase reporter cells, luminescence, 24 h. Potency, µM (doses to about 38.3 µM), for the others: at the highest dose activity change, negative = inhibition, actives largely listed as inhibitors. actives 0.13% (n = 410,000);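 note: loss of luciferase light is scored as toxicity; potency is the fitted concentration of half-maximal effect; % is set by controls: 0 for no effect and ±100 for the full control effect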
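To flag toxic compounds, the library was rerun on cells for 24 hr at 37 deg C and 5% CO2. Viability-linked luminescence was captured 12 min after adding luciferase detection reagent.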
EPAC1 antagonist – blocks human EPAC1 exchange factor; EPAC1 GEF assay, Rap1b-BODIPY-GDP exchange fluorescence; actives 0.14% (n = 360,000); AID 720709; O95398; Potency, µM (series often up to 115 µM), for the others: at the highest dose activity change, negative = inhibition, hits mostly inhibitors;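 note: potency is the fitted concentration of half-maximal effect; plate controls were vehicle for no effect and positive control for full effect; nearly all actives have a fitted effect of over 50% in size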
* hit, by the source's call; i = inactive; ? = inconclusive; · = no result given; & = joins results of further samples; [ ] = remark or other dose. Unless noted, calls come from the whole dose curve; as a rule, active = well fitted curve in the direction sought with a large enough effect; inconclusive = small, poorly fitted or top-dose-only effect, or another doubt; inactive = no such curve, though single readings can be large; an effect the other way counts as inactive or inconclusive.

SMILES	PLK1 PBD inh	PTHR1 ag	GLP-1R inv ag	GLP-1R agonist	IL-2 act	PI5P4K alpha inh	EPAC1 ag	GLP1R cytotox	EPAC1 antagonist
COc1ccc(OC)c(NC(=O)COC(=O)[C@H](Cc2ccccc2)NC(=O)c2ccco2)c1	1.7%	-6.6%	3.1%	8.9%	0.3	-0.7	1.0%	-1.4%	-9.0%
COc1ccc(CCNC(=O)CC2Nc3ccccc3NC2=O)cc1OC (stereo not drawn)	1.5%	?	0.0%	7.2%	-4.4	0.8	3.4%	-20.0%	5.2%
O=S(=O)(c1ccc(NC(=S)NCCc2ccccc2)cc1)N1CCOCC1	-12.9%	i	2.1%	-3.4%	-0.7	1.3	-3.6%	-5.6%	0.0%
CN(CC(=O)Nc1ccc(Cl)c(C(F)(F)F)c1)C(=O)c1cnccn1	-5.9%	-18.0%	?	1.1%	0.9	2.4	-9.6%	-4.7%	-17.3%
COc1ccc(-n2c(COc3ccc(C)cc3)n[nH]c2=S)cc1	-0.9%	-1.3%	8.8%	7.1%	-1.6	-3.6	8.5%	-11.1%	-5.5%
Cc1ccc(SCCC(=O)N/N=C/c2ccccc2O)cc1	3.5%	-1.0%	?	7.6%	-0.5	10.6	-2.9%	-24.5%	-3.9%
COCCN(C(=O)Cc1cccs1)C(C(=O)NCc1ccc(OC)cc1)c1ccccc1 (stereo not drawn)	-5.9%	i	?	3.3%	-1.0	·	5.3%	-5.7%	1.3%
CCN(CC(=O)Nc1ccc(NC(C)=O)cc1)C(=O)CCCSc1nc2ccccc2[nH]1	-0.6%	-10.4%	0.2%	2.8%	0.1	2.7	-1.3%	-0.9%	-7.6%
CCOc1c(Cl)cc(C(=O)Nc2ccccc2C(=O)O)cc1Cl	-2.1%	i	0.0%	2.1%	0.3	9.2	10.3%	7.3%	-1.9%
Cn1cc(Cl)c(C(=O)Nc2cnn(Cc3ccc(F)cc3)c2)n1	-10.6%	i	3.9%	3.1%	-0.8	0.3	4.1%	9.3%	?
COc1ccc(CC(=O)NNC(=O)c2ccco2)cc1OC	-20.8%	-55.4%[inhibitor]	13.3%	6.3%	-0.5	-1.3	5.5%	6.0%	-17.1%
O=C(NCCN1CCOCC1)c1cn(CCc2ccccc2)nn1	-2.0%	-6.2%	13.3%	-7.7%	-0.3	0.0	0.3%	-1.4%	-3.9%
COc1cccc2c3c(c(C)nc12)CC(C)O3 (stereo not drawn)	-2.9%	-18.4%	1.7%	-0.5%	1.6	-3.3	4.2%	-4.2%	0.7%
CC(=O)N1CC(C)Sc2ccc(S(=O)(=O)NCCc3ccc(C)cc3)cc21 (stereo not drawn)	-7.8%	-22.3%	?	-0.6%	-3.8	-6.3	2.0%	-2.0%	-3.3%
CN(CC(=O)Nc1ccc2c(c1)OCCO2)CC(=O)Nc1ccc(F)c(F)c1F	4.9%	i	-27.1%	-1.7%	-0.5	2.9	-2.7%	2.8%	-6.6%
COc1ccc(NC(=O)c2ccc(NC(=O)CN3CCN(c4ccccc4O)CC3)cc2)cc1	-0.5%	-17.9%	-13.4%	18.1%	-2.5	-27.6	2.8%	-14.1%	12.3%
COc1ccc(Cl)cc1NS(=O)(=O)c1cccc(C(=O)NCC2CCCO2)c1 (stereo not drawn)	-3.7%	-37.4%[inhibitor]	-3.8%	-0.5%	-0.7	0.9	2.7%	6.1%	3.1%
CCOc1cc(-c2cc(-c3ccccc3)nc(N)c2C#N)ccc1O	-2.7%	-25.0%	66.5%[activator]	22.5%	-0.6	·	8.9%	-5.7%	-1.3%
O=C(NC1CC1)C1CCN(C2CCN(C(=O)/C=C/c3cccc(F)c3F)CC2)CC1	-2.4%	i	-21.1%	7.9%	0.3	7.8	3.3%	-15.9%	?
Fc1ccc(CSc2ncnc3c2ncn3C2CCCCO2)cc1 (stereo not drawn)	6.0%	-43.1%[inhibitor]	?	10.9%	-2.5	0.7	-0.6%	-9.7%	0.3%
CN(c1ccccc1)S(=O)(=O)c1cccc(NC(=O)CCNC(=O)c2ccccc2)c1	-5.6%	-9.2%	-28.6%	1.7%	0.0	1.0	22.0%	-1.6%	-1.6%
CCOc1ccc2[nH]c(O)c(NC(C)=O)c2c1	-14.5%	i	3.0%	-0.9%	-1.5	·	7.9%	14.1%	-11.8%
CCOc1ccc(N(CC(=O)O)S(=O)(=O)c2ccc(F)cc2)cc1	-17.4%	i	0.2%	2.1%	-1.8	3.7	4.7%	26.1%	-11.2%
CCCCN(CCCC)C1=C(C(=O)c2ccccc2)N(C)S(=O)(=O)c2ccccc21	·	i	5.1%	4.1%	·	·	·	-1.2%	·
COc1ccc(N(C)S(=O)(=O)c2cccc(C(=O)Nc3ccc4c(c3)OCCO4)c2)cc1	-0.6%	-47.8%[inhibitor]	?	4.3%	-2.4	-5.1	-2.2%	-20.0%	?
CCCN(CCC)C(=O)Nc1cc(Cl)ccc1OC	-1.7%	-16.5%	?	3.9%	-2.8	5.1	-15.9%	-0.2%	8.2%
Cc1cc(N2CCN(C)CC2)nc2ccc(NC(=S)N3CCC4(CC3)OCCO4)cc12	-2.7%	i	-3.7%	5.9%	0.4	7.4	9.9%	-16.6%	-6.4%
Cc1ccc(CCNC(=O)C2CCN(S(=O)(=O)c3ccc4c(c3)oc(=O)n4C)CC2)cc1	3.7%	i	19.3%	5.0%	-1.0	-0.5	6.4%	-7.3%	3.6%
O=C(OCC#CCSc1nc2ccccc2o1)c1ccco1	-6.0%	-20.7%	-11.9%	2.8%	2.5	·	22.3%	-3.4%	-2.4%
O=C(/C=C/c1ccc([N+](=O)[O-])cc1)NCCOc1ccc(F)cc1	-2.6%	-50.1%[inhibitor]	?	?	-3.5	1.2	-2.3%	2.7%	1.6%

Reprinted at random: 3 entries already listed, in no set order.
SMILES	PLK1 PBD inh	PTHR1 ag	GLP-1R inv ag	GLP-1R agonist	IL-2 act	PI5P4K alpha inh	EPAC1 ag	GLP1R cytotox	EPAC1 antagonist
COc1ccc(CCNC(=O)CC2Nc3ccccc3NC2=O)cc1OC (stereo not drawn)	1.5%	?	0.0%	7.2%	-4.4	0.8	3.4%	-20.0%	5.2%
CCOc1c(Cl)cc(C(=O)Nc2ccccc2C(=O)O)cc1Cl	-2.1%	i	0.0%	2.1%	0.3	9.2	10.3%	7.3%	-1.9%
Cn1cc(Cl)c(C(=O)Nc2cnn(Cc3ccc(F)cc3)c2)n1	-10.6%	i	3.9%	3.1%	-0.8	0.3	4.1%	9.3%	?

Next compounds
SMILES	PLK1 PBD inh	PTHR1 ag	GLP-1R inv ag	GLP-1R agonist	IL-2 act	PI5P4K alpha inh	EPAC1 ag	GLP1R cytotox	EPAC1 antagonist
CCSc1sccc1C1C(C#N)=C(N)N(c2cccnc2)C2=C1C(=O)CC(C)(C)C2 (stereo not drawn)	-0.2%	i	18.7%	3.7%	-0.3	-1.1	10.0%	-0.6%	5.7%
Cc1ccc(C2CC(C(F)F)n3ncc(C(=O)Nc4c(C)nn(Cc5c(F)cccc5Cl)c4C)c3N2)cc1 (stereo not drawn)	?	i	?	-12.2%	-0.9	-7.6	-0.5%	-27.6%	-0.3%
Cc1cccc(OCCOC(=O)Nc2ccccc2)c1	-7.3%	-13.9%	?	-0.2%	0.6	10.6	13.1%	-0.3%	-7.6%
CC(=O)C1=C(O)C(=O)N(Cc2ccco2)C1c1ccccc1 (stereo not drawn)	1.5%	i	-2.4%	0.3%	-0.6	·	5.2%	-3.6%	8.2%
CC(C)(C)NC(=O)C(=O)NNC(=O)c1cccc([N+](=O)[O-])c1	-4.8%	-8.2%	-2.5%	1.5%	1.4	0.9	4.0%	10.7%	3.2%
CCc1ccccc1NC(=O)CNC(=O)c1ccc(S(=O)(=O)NCc2ccco2)cc1	-12.9%	i	-14.9%	-1.3%	-1.3	-23.6	2.2%	-12.7%	-7.3%
O=C(CNC(=O)c1ccccc1Br)NCC(c1ccco1)N1CCCCC1 (stereo not drawn)	-0.3%	-23.0%	-12.0%	-4.7%	1.5	-6.1	4.1%	-28.4%	8.8%
Cc1cccc(NC(=O)CCC(=O)Nc2nnc(C3CCCCC3)s2)c1	-16.8%	-5.7%	0.5%	-1.2%	-1.9	-1.3	8.3%	-5.4%	-8.0%
COc1ccccc1C(=O)Nc1ccnn1C1CCN(C2CCSCC2)CC1	-6.1%	-0.3%	-5.9%	1.2%	1.5	-1.6	17.2%	-4.3%	-4.2%
Cc1cc(OCC(=O)Nc2cnn(CCCC(=O)O)c2)ccc1Cl	-25.6%	15.6%	11.9%&17.6%	11.7%&-1.9%	-2.6	3.5	-0.5%	2.2%&-2.1%	5.2%
O=[N+]([O-])c1c(Nc2ccccc2O)cc(Cl)c2nonc12	2.99µM*	-30.2%[inhibitor]	?	-4.0%	-4.5	?	2.4%	?	-27.6%
O=C1CSC(=S)N1N=Cc1c[nH]c2ccc(Br)cc12	-9.2%	i	-3.4%	1.2%	-1.3	-6.7	8.4%	-7.9%	-2.7%
CCn1c2ccccc2c2cnc(N=CN(C)C)c(C#N)c21	1.5%	i	2.6%	3.0%	-0.7	-5.6	-3.6%	-12.6%	-3.8%
C=CCN(CC=C)C(=O)c1ccc(OC2CCN(S(=O)(=O)N(C)C)CC2)cc1	-8.4%	-18.3%	-7.5%	6.2%	-2.2	5.3	6.8%	-0.7%	8.8%
CN1CCN(C(=O)C2=C[C@@H](c3ccc4c(c3)OCO4)C[C@@H](OCc3ccc(CO)cc3)O2)CC1	1.9%	-9.2%	10.8%	2.1%	0.2	5.6	-10.5%	0.6%	-1.8%
Cc1nn(CC(=O)N/N=C/c2ccc(F)cc2)c(C)c1[N+](=O)[O-]	-0.6%	11.2%	-2.0%	5.0%	-2.6	-2.3	2.6%	1.9%	-12.3%
Nc1nnc(SCCOc2ccccc2)s1	-13.5%	-18.7%[57.5 µM]	7.3%	-7.4%	-2.7	·	4.3%	-12.4%	23.0%
CC1=C(C(=O)Nc2ccc(Cl)cc2)C(CC(C)C)n2nc(SCc3ccccc3C)nc2N1 (stereo not drawn)	·	?	-10.3%	-1.2%	·	·	·	4.1%	·

Only part of the results is shown; count on the stated rates, not on these rows.
